Compound activity (PubChem BioAssay)
RXFP1 ag: RXFP1 (human) receptor agonism; Potency, µM (series often up to 57.5 µM), without a hit: at the highest dose activation, hits mostly activators; HEK293T-RXFP1 cAMP TR-FRET, 30 min; response scale: percent of porcine relaxin response, buffer zero; 0.3% of 370,000 active; Q9HBX9; AID 2676; active = well fitted activation curve with a large enough effect; inconclusive = small, poorly fitted or top-dose-only effect; also: potency is read from the fitted curve at half-maximal effect; nearly all actives have a fitted effect of over 60% in size; many of its hits are not listed in these tables
Target sequence (Q9HBX9 whole entry, looked up): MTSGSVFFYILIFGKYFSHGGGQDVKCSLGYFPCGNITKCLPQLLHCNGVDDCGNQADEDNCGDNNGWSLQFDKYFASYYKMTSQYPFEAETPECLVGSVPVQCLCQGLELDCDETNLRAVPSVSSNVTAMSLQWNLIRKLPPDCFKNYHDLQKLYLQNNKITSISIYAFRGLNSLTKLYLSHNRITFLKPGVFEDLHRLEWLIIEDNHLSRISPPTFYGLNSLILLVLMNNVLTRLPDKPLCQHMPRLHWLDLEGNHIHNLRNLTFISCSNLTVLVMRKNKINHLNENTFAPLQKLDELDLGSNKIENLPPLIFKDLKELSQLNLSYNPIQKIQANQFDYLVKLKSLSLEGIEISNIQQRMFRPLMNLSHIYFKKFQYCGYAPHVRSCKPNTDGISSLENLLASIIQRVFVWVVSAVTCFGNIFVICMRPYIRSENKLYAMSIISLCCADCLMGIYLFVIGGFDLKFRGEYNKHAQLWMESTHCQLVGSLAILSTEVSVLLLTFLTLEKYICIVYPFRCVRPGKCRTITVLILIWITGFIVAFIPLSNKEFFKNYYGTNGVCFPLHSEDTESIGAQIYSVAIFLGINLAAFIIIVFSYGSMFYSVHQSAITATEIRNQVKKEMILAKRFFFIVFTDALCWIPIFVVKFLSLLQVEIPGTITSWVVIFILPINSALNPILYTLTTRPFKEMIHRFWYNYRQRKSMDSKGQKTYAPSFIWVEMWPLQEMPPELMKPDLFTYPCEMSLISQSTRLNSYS
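cAMP rise read by TR-FRET after 30 min, 37C compound exposure (up to 58 uM) in RXFP1-transfected HEK293 cells with Ro 20174 present. EC50 from Hill-equation fits, with 29 nM porcine relaxin as 100% and buffer as basal.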
RXFP1 antag: RXFP1 (human) relaxin receptor antagonism; Q9HBX9; HEK293-RXFP1, relaxin-stimulated cAMP HTRF, 30 min; stronger effect = lower value; activity change, negative = inhibition, % at 57.5 µM; 0.59% of 350,000 active; AID 1259400;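 active = activity change of -60% or lower, but not beyond a set lower limit; inconclusive = change between -60% and -40%, or beyond the set limit; inactive = change above -40%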
An asterisk follows results filed as active. % is scaled to controls: 0 for no effect and ±100 for the full control effect. This is a subset, so the mix of outcomes need not match the whole.

How did COc1ccc(-c2c(C(C)=O)c(C)nc3sc4c(=O)n(-c5ccc(C)cc5)nnc4c23)cc1 do in these assays?
RXFP1 ag: 0.7%

What do the screens show for `Cc1ccc2cc3c(N)c(C(=O)N4CC(=O)Nc5ccccc54)sc3nc2c1`?
RXFP1 ag: -2.0%

What do the screens show for `Cc1ccc(C(=O)NNC(=O)CSc2nnc(-c3ccncc3)n2-c2ccc(C)cc2)cc1`?
RXFP1 ag: 0.4%

What do the screens show for `CN1CCN(CC(O)c2ccccc2)CC1` (stereo not drawn)?
RXFP1 ag: 1.3%

How did COc1ccc(OCC(=O)NNC(=O)c2ccc(-c3ccccc3)cc2)cc1 do in these assays?
RXFP1 ag: 4.2%

Results for CN1C(=O)/C(=C\c2ccccc2)Sc2ccc(C(=O)N3CCN(c4ccccn4)CC3)cc21 ?
RXFP1 ag: 1.8%

Results for CCOC(=O)C(NC(=O)c1ccc(Cl)cc1Cl)(Nc1ccc(C)cc1)C(F)(F)F (stereo not drawn) ?
RXFP1 ag: -0.3%

What do the screens show for `Cc1ccc(C)c(NC(=S)NNC(=O)c2ccc(Br)o2)c1`?
RXFP1 ag: -0.3%

How did C[C@H]1CN([C@@H](C)CO)C(=O)c2cc(C#CCC3CCCC3)cnc2O[C@@H]1CN(C)C(=O)CC1CC1 do in these assays?
RXFP1 antag: -6

What do the screens show for `COc1ccc(CNC(=O)CN2C(=O)NC(c3ccccc3)(c3ccccc3)C2=O)cc1`?
RXFP1 antag: 7

What do the screens show for `CN(Cc1ccc(F)cc1)C(=O)CN1C(=O)c2ccccc2S1(=O)=O`?
RXFP1 antag: -8

What do the screens show for `CC1=C(C(=O)N2CCOCC2)CC(CC(=O)NCC2CCCCC2)C(=O)N1Cc1ccc(F)cc1` (stereo not drawn)?
RXFP1 antag: -2

What do the screens show for `Cc1ccc2nc(SCC(=O)NC3CCS(=O)(=O)C3)[nH]c2c1` (stereo not drawn)?
RXFP1 antag: -1

What do the screens show for `CCCCCCN1C[C@@H](O)[C@H](n2cc(COC(=O)c3ccccc3)nn2)C[C@@H]1c1ccccc1`?
RXFP1 antag: -4

How did CN(CC(=O)Nc1ccc(Cl)c(C(F)(F)F)c1)S(=O)(=O)c1cnc[nH]1 do in these assays?
RXFP1 antag: -1

Results for CC(=O)c1ccccc1C(=O)N1CCC(CCC(=O)NCc2ccc(F)cc2)CC1 ?
RXFP1 antag: -2

What do the screens show for `CN1CCN(C(=O)c2ccc3c(c2)N(Cc2cccc(Cl)c2)C(=O)c2ccccc2S3=O)CC1` (stereo not drawn)?
RXFP1 antag: 8

How did COc1ccc(-c2csc(NC(=O)c3ccc(C(C)(C)C)cc3)c2C(=O)O)cc1 do in these assays?
RXFP1 antag: -26

Results for CCOc1ccc(NC(=O)c2cccc(S(=O)(=O)Nc3c(C)n(C)n(-c4ccccc4)c3=O)c2)cc1 ?
RXFP1 antag: -5

Results for CC(C)[C@H](NC(=O)c1ccccc1F)C(=O)Nc1cccc(S(=O)(=O)N2CCOCC2)c1 ?
RXFP1 antag: 6

How did COC(=O)C[C@H]1C[C@@H]2c3cc(N(C)C)ccc3O[C@@H]2[C@H](CO)O1 do in these assays?
RXFP1 antag: 1

Results for Cn1cnc([N+](=O)[O-])c1Sc1nc(N)nc2c1ncn2C1OC(CO)C(O)C1O (stereo not drawn) ?
RXFP1 antag: 2

Results for CCOC(=O)Cc1csc(NC(=O)c2cnc3scc(C)n3c2=O)n1 ?
RXFP1 antag: -8

How did CC(=O)C1CCC2C3CCC4=CC(=O)C=CC4(C)C3C(=O)CC12C (stereo not drawn) do in these assays?
RXFP1 antag: 4

Results for Cc1ccc(S(=O)(=O)NN=C2CC3CC2C2CCCC32)cc1 (stereo not drawn) ?
RXFP1 antag: 1

Results for O=C(CCn1c(=S)[nH]c2cc3c(cc2c1=O)OCO3)NCCc1ccccc1Cl ?
RXFP1 antag: -13

What do the screens show for `CCN(CC(=O)Nc1ccc(NC(C)=O)cc1)C(=O)c1c(C)nn(Cc2ccc(C)cc2)c1Cl`?
RXFP1 antag: -6

What do the screens show for `O=[N+]([O-])c1ccc(O)c(C2CCCCC2)c1`?
RXFP1 antag: -1

What do the screens show for `CC(=O)Nc1cccc(C(=O)NNC(=O)c2ccc(-n3cnnn3)cc2)c1`?
RXFP1 antag: 4

Results for O=C(COC(=O)/C=C/c1cccc(F)c1)NC(=O)NCc1ccccc1 ?
RXFP1 antag: 5

Results for C[C@H]1CN([C@@H](C)CO)S(=O)(=O)c2ccc(-c3ccncc3)cc2O[C@H]1CN(C)C(=O)c1cccc(F)c1 ?
RXFP1 antag: 3

How did O=C(Nc1ccc(N2CCOCC2)cc1)C1CCN(S(=O)(=O)c2cccc(C(F)(F)F)c2)CC1 do in these assays?
RXFP1 antag: -5

How did O=C(c1ccc2c(c1)OCCO2)N1CCN(c2ccc(C(F)(F)F)cn2)CC1 do in these assays?
RXFP1 antag: 1

How did O=C(CN1C(=O)NC2(CCOc3ccccc32)C1=O)c1cccs1 (stereo not drawn) do in these assays?
RXFP1 antag: 3

How did Cc1ccc(S(=O)(=O)N2CCC[C@H]2C(=O)OCc2cc(=O)oc3cc(C)ccc23)cc1 do in these assays?
RXFP1 antag: 7

How did CC(CC1c2ccccc2CCc2ccccc21)CN(C)C (stereo not drawn) do in these assays?
RXFP1 antag: -27

Results for O=C(O)P(=O)(O)O ?
RXFP1 antag: -9

What do the screens show for `COc1ccccc1-c1n[nH]nc1C1=CC(=O)C[C@H](c2ccc(F)cc2)C1`?
RXFP1 antag: 9

How did Nc1nc(-c2ccccc2)c(CC(=O)O)s1 do in these assays?
RXFP1 antag: -7

What do the screens show for `O=C1OC(O)c2cccc3cccc1c23` (stereo not drawn)?
RXFP1 antag: -7

What do the screens show for `Oc1ccc2ccc(Cl)cc2c1`?
RXFP1 antag: 10

Results for COc1ccc(CNC(N)=O)cc1 ?
RXFP1 antag: -2

What do the screens show for `O=C1NC(=O)C2(C=C(c3ccccc3)C(O)(c3ccccc3)C2)N1` (stereo not drawn)?
RXFP1 antag: -8

How did Cc1nn(-c2ccccc2)c2c1CC(=O)Nc1ccccc1-2 do in these assays?
RXFP1 antag: -6

Results for CN(C)c1ccc(S(=O)(=O)N2CCC(Cc3ccccc3)CC2)cn1 ?
RXFP1 antag: -11

What do the screens show for `C=CCNc1cc(=O)n(Cc2ccccc2)c(=O)[nH]1`?
RXFP1 antag: -1

Results for C=CCN=C1S/C(=C\N(C)C)C(=O)N1S(=O)(=O)c1ccc(C)cc1 ?
RXFP1 antag: -2

What do the screens show for `O=C(NC1CCC(O)CC1)c1cc(Cl)c2c(c1)OCCO2` (stereo not drawn)?
RXFP1 antag: -14

Results for O=C(OCC(=O)N1CCN(S(=O)(=O)c2ccccc2)CC1)C1CCC1 ?
RXFP1 antag: -5

What do the screens show for `O=S(=O)(Nc1ccccc1Cl)c1ccc(-c2ccccn2)s1`?
RXFP1 antag: 13

How did CC1CCCCN1CCCNC(=O)c1ccc2c(c1)NC(=O)CN2C (stereo not drawn) do in these assays?
RXFP1 antag: -5

What do the screens show for `N=c1c2ccccc2nc2n1CCCCCCCCCCC2`?
RXFP1 antag: -18

How did O=C1NC(Cc2ccccc2)c2nc3cc(Cl)ccc3c(=O)n2-c2ncccc21 (stereo not drawn) do in these assays?
RXFP1 antag: 0

How did Cc1cccc(OCC(=O)Nc2ccc(C(=O)Nc3ccccc3C(=O)O)cc2)c1 do in these assays?
RXFP1 antag: -16

What do the screens show for `COc1cc(-c2cc(=O)c3c(C)cc(O)cc3o2)cc(OC)c1OC`?
RXFP1 antag: -5

Results for CC(C)COC(=O)N(C)C[C@H]1OCc2cn(nn2)CCCC(=O)N([C@H](C)CO)C[C@@H]1C ?
RXFP1 antag: 7

Results for Cc1cc(Cl)ccc1C(=O)C1CCCN(C(=O)c2ccc3c(c2)OCO3)C1 (stereo not drawn) ?
RXFP1 antag: -2

What do the screens show for `N#Cc1cnn(-c2cc(Cl)ccc2Cl)c1N`?
RXFP1 antag: 9

How did O=C(C=Cc1cccs1)c1cccs1 do in these assays?
RXFP1 antag: -6

How did O=C(c1ccccc1)c1ccc(C(=O)O)c(C(=O)O)c1 do in these assays?
RXFP1 antag: 4

Results for CCc1ccc(CN(C)C(=O)c2cc(COc3cncc(Cl)c3)on2)cc1 ?
RXFP1 antag: 1

What do the screens show for `O=[N+]([O-])c1ccc(NN=Cc2cccc3ccccc23)nc1`?
RXFP1 antag: -6

What do the screens show for `Cc1cc(C(=O)Cn2cnc3cc(F)ccc3c2=O)c(C)n1C1CC1`?
RXFP1 antag: -14

How did CCCC1(C2CCCC2)NC(=O)NC1=O (stereo not drawn) do in these assays?
RXFP1 antag: -6

What do the screens show for `CN(C)c1ncc(C2=C(Cl)C(=O)C(N3CCCC3)=C(Cl)C2=O)s1`?
RXFP1 antag: -11

What do the screens show for `O=C(N/N=C/C=C/c1ccccc1)C(O)c1ccccc1` (stereo not drawn)?
RXFP1 antag: 18

What do the screens show for `CN1CCC(N(C)C(=O)c2cc(S(=O)(=O)N3CCOCC3)ccc2Cl)CC1`?
RXFP1 antag: 2

Results for O=C(CCSc1nc(-c2ccccc2)c(-c2ccccc2)o1)N1CCCCC1 ?
RXFP1 antag: 0

Results for CCCCC/C=C/C/C=C/CCCCCCCC(=O)NC(C)c1ccccc1 (stereo not drawn) ?
RXFP1 antag: -27

How did O=C(/C=C/c1cccc([N+](=O)[O-])c1)OCC(=O)N1CCN(C(=O)c2ccco2)CC1 do in these assays?
RXFP1 antag: -6

Results for CC1=C(C(=O)N(C)C)CC(CC(=O)NCc2cccs2)C(=O)N1Cc1ccccc1 (stereo not drawn) ?
RXFP1 antag: 3

How did CC(=O)NC1CC2CCCC(C1)N2C(=O)Nc1c(C)cccc1C (stereo not drawn) do in these assays?
RXFP1 antag: -2

What do the screens show for `O=C(c1ccco1)N1CC2(CC(c3ccc(Cl)cc3)=NO2)CN1Cc1ccc(Br)cc1` (stereo not drawn)?
RXFP1 antag: -2

What do the screens show for `O=S(=O)(c1ccccc1)C1CC1(c1ccccc1)c1ccccc1` (stereo not drawn)?
RXFP1 antag: -3

What do the screens show for `Cc1cc(=O)[nH]c2sc(C(=O)N3c4ccccc4CC3C)c(N)c12` (stereo not drawn)?
RXFP1 antag: -5

What do the screens show for `CC1CC(=O)Nc2ccccc2N1C(=O)CN1C(=O)C(=O)N(C)C1=O` (stereo not drawn)?
RXFP1 antag: 17

What do the screens show for `CN(N=O)c1ccc(CC2CCc3ccccc32)cc1` (stereo not drawn)?
RXFP1 antag: -11

What do the screens show for `CN(C)c1ccc(C=C2C=Cc3ccccc32)cc1`?
RXFP1 antag: 0

Results for COC(=O)c1ccc(N2C(=O)CC(N3CCN(c4ccccc4)CC3)C2=O)cc1 (stereo not drawn) ?
RXFP1 antag: -13

How did CC(=O)c1ccc(S(=O)(=O)NCCC(=O)NC2CCN(Cc3ccccc3)CC2)cc1 do in these assays?
RXFP1 antag: inconclusive

In the list so far, 8 have a thiophene ring, fused or not:
How did COc1ccc(-c2c(C(C)=O)c(C)nc3sc4c(=O)n(-c5ccc(C)cc5)nnc4c23)cc1 do in these assays?
RXFP1 ag: 0.7%

What do the screens show for `Cc1ccc2cc3c(N)c(C(=O)N4CC(=O)Nc5ccccc54)sc3nc2c1`?
RXFP1 ag: -2.0%

How did COc1ccc(-c2csc(NC(=O)c3ccc(C(C)(C)C)cc3)c2C(=O)O)cc1 do in these assays?
RXFP1 antag: -26

How did O=C(CN1C(=O)NC2(CCOc3ccccc32)C1=O)c1cccs1 (stereo not drawn) do in these assays?
RXFP1 antag: 3

What do the screens show for `O=S(=O)(Nc1ccccc1Cl)c1ccc(-c2ccccn2)s1`?
RXFP1 antag: 13

How did O=C(C=Cc1cccs1)c1cccs1 do in these assays?
RXFP1 antag: -6

Results for CC1=C(C(=O)N(C)C)CC(CC(=O)NCc2cccs2)C(=O)N1Cc1ccccc1 (stereo not drawn) ?
RXFP1 antag: 3

What do the screens show for `Cc1cc(=O)[nH]c2sc(C(=O)N3c4ccccc4CC3C)c(N)c12` (stereo not drawn)?
RXFP1 antag: -5

(more compounds)
Results for O=C1NC(Cc2ccccc2)c2nc3ccc(Cl)cc3c(=O)n2-c2cc3ccccc3cc21 (stereo not drawn) ?
RXFP1 antag: -24

How did CNC(=S)NCc1ccc(Cl)cc1 do in these assays?
RXFP1 antag: 9

What do the screens show for `O=C(COC(=O)c1ccc(O)cc1)Nc1ccc2c(c1)OCCO2`?
RXFP1 antag: -32

What do the screens show for `COc1c(N)c2c(c([N+](=O)[O-])c1OC)C(=O)OC2`?
RXFP1 antag: -6

How did COc1ccc(CCNC(=O)COC(=O)c2cc(Cl)nc(Cl)c2)cc1 do in these assays?
RXFP1 antag: 6

Results for CC(C)CNC(=O)C(=O)NCC1OCCN1S(=O)(=O)c1cccs1 (stereo not drawn) ?
RXFP1 antag: -5

How did CCN(c1ccccc1)c1nc(Cl)nc2c1cnn2C do in these assays?
RXFP1 antag: -15

How did O=C(CSc1nc(-c2ccc(F)cc2)cs1)NCC1CCCO1 (stereo not drawn) do in these assays?
RXFP1 antag: 6

How did COCCCn1c(=O)/c(=C/c2ccccc2OC(C)C)s/c1=C(\C#N)C(=O)Nc1ccc(C(=O)O)cc1 do in these assays?
RXFP1 antag: 9

Results for CCN(CC(=O)N1CCC(C(N)=O)CC1)S(=O)(=O)c1cc(Cl)ccc1Cl ?
RXFP1 antag: -13

Results for N#C/C(=C/c1ccc(OC(=O)c2ccc(Br)s2)cc1)c1nc2ccccc2[nH]1 ?
RXFP1 antag: -35

What do the screens show for `CC1=C(C(=O)N(C)C)CC(CC(=O)NC2CC2)C(=O)N1Cc1ccc(C(C)(C)C)cc1` (stereo not drawn)?
RXFP1 antag: 0

Results for C(CCc1nn[nH]n1)CCC1CCCCC1 ?
RXFP1 antag: 4
